Scp1 inh: Scp-1 (human) phosphatase inhibition; Recombinant Scp1, phosphopeptide, malachite green phosphate absorbance; Q9GZU7; AID 493091; hit rate 0.88% among 340,000; inhibition, % at 20 µM;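 active = inhibition above about 50% at 20 µM, limit read from the data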;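 note: plate controls were DMSO wells with enzyme for no effect and wells lacking enzyme for full effect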
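Assay system: SCP-1 catalytic fragment, aa 76-261 | Buffer or medium: Tris acetate buffer pH 5.5 with MgCl2 and Tween-20 | Compound: One concentration, 20 µM, with 1.0% DMSO | Also added: Phospho 17-mer peptide substrate | Signal: Absorbance at 630 nm | Incubation: 45 min enzyme reaction at room temperature | Measure: % inhibition of SCP-1 phosphate liberation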
MsrA inhibitor: bovine MsrA inhibition. purified bovine MsrA, absorbance read-out. inhibition, % at 15.5 µM. hit rate 0.75% among 360,000. AID 651718; in the data active = inhibition above about 4.5%;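 note: 0% = vehicle wells with enzyme and 100% = reference inhibitor wells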
Tb MetRS inh: Trypanosoma brucei MetRS inhibition; hit rate 0.4% among 360,000; purified T. brucei MetRS, ATP depletion, Kinase-Glo luminescence; AID 624268; inhibition, % at 11.9 µM;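 active = inhibition above a per-plate cutoff of the control wells' mean inhibition plus 3 SD, cut at about 5.5% in these data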;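 note: 0% = DMSO wells median and 100% = median of wells with control inhibitor compound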
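Test system: purified T. brucei MetRS enzyme. Also added: ATP, methionine and E. coli bulk tRNA substrates. Compound: 11.9 µM single point. Schedule: 15 min enzyme-compound preincubation, 2 h reaction, 10 min detection, 25 °C. Signal: luciferase luminescence of residual ATP, Kinase-Glo. Evaluation: percent inhibition versus plate control medians. Controls: DMSO wells, low control.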
DNMT1 inh: blocks human DNA methyltransferase DNMT1; inhibition (reported as % activation of signal), % at 10 µM; AID 588458; P26358; hit rate 0.83% among 360,000; DNMT1 molecular beacon, Hinp1I cleavage, fluorescence; in the data active = inhibition above about 50%
Target sequence (P26358 504-1616 limits assumed): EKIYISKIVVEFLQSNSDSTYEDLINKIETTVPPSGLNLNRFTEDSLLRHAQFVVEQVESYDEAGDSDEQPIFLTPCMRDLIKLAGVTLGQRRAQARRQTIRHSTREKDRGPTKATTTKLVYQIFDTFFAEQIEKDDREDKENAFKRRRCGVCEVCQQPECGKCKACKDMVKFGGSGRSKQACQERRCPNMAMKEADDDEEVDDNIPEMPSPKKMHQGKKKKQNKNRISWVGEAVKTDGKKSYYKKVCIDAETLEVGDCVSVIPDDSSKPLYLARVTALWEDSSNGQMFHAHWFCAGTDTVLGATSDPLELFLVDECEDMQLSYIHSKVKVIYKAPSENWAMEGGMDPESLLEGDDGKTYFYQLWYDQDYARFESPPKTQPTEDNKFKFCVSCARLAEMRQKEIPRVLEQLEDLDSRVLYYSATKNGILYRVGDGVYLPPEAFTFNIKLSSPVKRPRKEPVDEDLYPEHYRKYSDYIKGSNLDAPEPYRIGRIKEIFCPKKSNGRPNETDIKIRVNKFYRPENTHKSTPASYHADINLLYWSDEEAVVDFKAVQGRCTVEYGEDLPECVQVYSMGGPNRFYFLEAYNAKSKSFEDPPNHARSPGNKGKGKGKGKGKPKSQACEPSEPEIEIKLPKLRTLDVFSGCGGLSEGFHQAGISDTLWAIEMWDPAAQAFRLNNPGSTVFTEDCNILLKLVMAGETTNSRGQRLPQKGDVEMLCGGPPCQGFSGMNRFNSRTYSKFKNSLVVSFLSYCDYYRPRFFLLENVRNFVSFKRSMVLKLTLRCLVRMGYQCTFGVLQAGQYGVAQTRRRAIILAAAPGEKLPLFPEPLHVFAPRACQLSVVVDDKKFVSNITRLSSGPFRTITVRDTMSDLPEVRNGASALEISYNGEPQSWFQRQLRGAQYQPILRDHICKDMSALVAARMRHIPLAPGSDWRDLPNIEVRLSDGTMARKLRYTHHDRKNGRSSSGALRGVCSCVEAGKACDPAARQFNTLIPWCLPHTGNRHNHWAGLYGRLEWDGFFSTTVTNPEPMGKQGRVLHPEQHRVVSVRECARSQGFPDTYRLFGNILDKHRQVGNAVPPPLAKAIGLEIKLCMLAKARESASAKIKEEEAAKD
LMPTP inh: blocks human LMPTP phosphatase | inhibition, % at 20 µM | recombinant LMPTP-A, OMFP fluorogenic substrate, fluorescence intensity | AID 651560 | hit rate 0.22% among 360,000 | P24666;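 active = compounds that cut the enzyme signal by at least half of the control window in the single-dose screen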;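 note: plate controls were DMSO wells with enzyme plus substrate for no effect and substrate without enzyme for full effect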
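Test system: LMPTP-A, protein tyrosine phosphatase of low molecular weight; Input: 0.625 nM enzyme; Incubation: 50 min dark incubation at room temperature; Signal: endpoint fluorescence intensity from OMFP dephosphorylation; Read-out basis: % inhibition versus control wells.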
bovine MsrA act: activates bovine MsrA enzyme. purified bovine MsrA, absorbance read-out. activation, % at 10.6 µM. hit rate 0.3% among 360,000; in the data active = activation above about 7.5%;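 note: 0% = vehicle and 100% = reference activator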
E coli Lon inh: E. coli protease La inhibition; hit rate 0.42% among 360,000; purified E. coli Lon protease, fluorescence polarization; inhibition, % at 7.94 µM; in the data active = inhibition above about 13%, passing the limit was not always enough;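 note: 0% = enzyme with probe and DMSO and 100% = no enzyme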
SUMO1-SIM PPI: SUMO1-SIM interaction modulation. hit rate 0.33% among 360,000. SUMO1 binding to a labelled peptide, TR-FRET, 1 h. P63165. AID 602429. inhibition, % at 20 µM; in the data active = inhibition above about 37%
NRP1-CendR mod: alters CendR peptide binding to human NRP-1; O14786; FAM-RPARPAR peptide binding to NRP-1, fluorescence polarization; inhibition, % at 25 µM; hit rate 0.85% among 360,000; AID 602438;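 active = inhibition or corrected inhibition above about 18%, plus a signal ratio from 0.5 to 1.5, limit read from the data, passing the limit was not always enough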; note: strong numbers were not always called active
STEP block: blocks human striatal-enriched tyrosine phosphatase; hit rate 0.25% among 360,000; inhibition, % at 20 µM; recombinant STEP, OMFP fluorogenic substrate, fluorescence; P54829;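 active = inhibition at 20 µM, scaled per plate between control wells, above about 37%, limit read from the data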;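 note: 0% = DMSO with enzyme and substrate and 100% = substrate only without enzyme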
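System: isolated STEP enzyme; schedule: 20 min enzyme reaction at room temperature, protected from light; medium: Bis-Tris buffer pH 6.0, 2.5 mM DTT, 0.005% Tween 20; signal: fluorescence, 480/540 nm; dosing: single compound dose of 20 µM, 1% DMSO final; also added: OMFP substrate, 25 µM final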
Numbers without * were called inactive; · = not tested or not shown.

Scp1 inh,MsrA inhibitor,Tb MetRS inh,DNMT1 inh,LMPTP inh,bovine MsrA act,E coli Lon inh,SUMO1-SIM PPI,NRP1-CendR mod,STEP block,Structure
12,1.4,0.1,-5,-0.8,-2,-2,12,-3,-1,O=C(COc1ccc2c(-c3ccccc3)cc(=O)oc2c1)N[C@H](Cc1c[nH]c2ccccc12)C(=O)O
-3,0.4,0.5,-2,0.3,-3,-3,-2,2,0,COc1ccc(C2C(C(=O)c3ccco3)=C(O)C(=O)N2CC2CCCO2)cc1OC (stereo not drawn)
-14,1.8,0.0,-1,0.1,-2,0,6,1,-2,COc1cccc(OC)c1C(=O)Nc1cc2c(cc1N1CCOCC1)n(C)c(=O)n2C
13,-0.5,-0.1,3,-0.2,2,5,9,3,0,CCSc1nc2c(c(=O)[nH]1)C(c1cccs1)C(C(=O)OC)=C(C)N2 (stereo not drawn)
-5,1.6,0.1,2,0.6,-4,9,3,14,0,N/C(=N\OC(=O)c1cc(Br)ccc1Cl)c1ccccn1
-3,1.6,0.0,-1,-1.9,-2,1,11,16,-4,O=S(=O)(Nc1cccnc1)c1ccc(F)cc1
0,-0.1,0.0,-1,-1.4,-2,12,-5,1,0,O=S(=O)(Nc1ccccn1)c1ccc(-n2cccn2)cc1
-12,-1.8,3.1,2,1.0,-1,-2,-1,-4,-1,CN(CC(=O)Nc1ccc(Cl)c(C(F)(F)F)c1)C(=O)C1CC(=O)N(CCc2ccccc2)C1 (stereo not drawn)
-6,0.3,-0.7,-1,-0.6,-4,6,-10,-2,2,N#Cc1c(C(F)(F)F)cc(-c2ccc(Cl)cc2)nc1SCC(=O)O
-9,1.4,0.4,-6,3.0,-2,-1,1,-3,15,Cc1cccc(-c2noc(CN(C)S(=O)(=O)c3cc(Cl)ccc3Cl)n2)c1
-6,1.4,0.1,0,-0.2,-5,-4,-30,2,-1,O=C(OCC(=O)N1CCN(c2ccccc2)CC1)c1ccc(Cl)cc1[N+](=O)[O-]
-3,0.6,-0.5,-1,-1.1,-6,7,2,5,-1,CCc1nnc(NC(=O)CSCc2cc(=O)n3ccsc3n2)s1
-7,-0.1,-0.1,-1,-3.9,-1,0,-8,5,0,Cc1cc([N+](=O)[O-])nn1Cc1noc(C(=O)NCCCn2ccnc2)n1
-1,0.1,-0.3,-1,0.8,1,-8,0,2,-2,CCCN(CC(=O)Nc1ccccc1C)C(=O)c1ccc(OCc2c(C)noc2C)cc1
0,-1.2,-0.6,1,-0.4,-4,-8,-3,6,1,COc1cc(OC)cc(-c2nnc(SCC(=O)N3CCCC3)o2)c1
·,0.6,-0.8,5,-1.3,-1,-8,1,1,0,C[C@@H]1CN([C@H](C)CO)C(=O)CCCn2nncc2CO[C@H]1CN(C)Cc1ccc(O)cc1
-12,-0.8,-0.1,-11,0.9,-3,-2,0,7,3,COc1ccc(/C=N/NC(=O)c2ccncc2)cc1CN1CCCc2ccccc21
0,1.0,-1.0,2,-0.5,-3,-12,2,-2,-2,CN(C(=O)COC(=O)c1ccc(Cl)cc1N)C1CCS(=O)(=O)C1 (stereo not drawn)
5,-1.0,-0.6,0,-0.8,-12,-9,-3,-4,-1,CC1(C)C2CCC1(C)C(NC1=NCCC1)C2 (stereo not drawn)
·,0.3,-0.5,-1,-1.0,4,-1,-1,-2,4,C[C@H]1CN([C@@H](C)CO)C(=O)c2cc(Br)cnc2O[C@H]1CN(C)Cc1ccc(Oc2ccccc2)cc1
-8,-0.4,-0.2,-3,3.2,-3,-11,6,-10,6,c1ccc(Cn2c(CNc3nc4ccccc4n3CCN3CCOCC3)nc3ccccc32)cc1
-1,1.1,-0.3,2,0.0,4,-11,-20,13,0,O=C(c1cccc(S(=O)(=O)N2CCOCC2)c1)N1CCN(S(=O)(=O)c2cccc([N+](=O)[O-])c2)CC1
-1,-1.0,0.3,0,-1.1,-1,8,5,0,18,NC(=O)C1(N2CCCCC2)CCN(C(=S)Nc2ccccc2)CC1
-5,-0.4,0.8,15,-0.6,-4,5,-1,-8,0,COc1ccc(Cn2c(C)cc3c(c2=O)C(c2cccs2)C(C#N)=C(N)O3)cc1OC (stereo not drawn)
-4,0.8,-0.4,4,-0.9,-4,-1,-1,2,-4,COc1ccc(NC(=O)C(NC(=O)c2ccc(=O)[nH]c2)c2ccccc2)cc1 (stereo not drawn)
-13,0.7,1.2,-2,-0.6,-2,5,0,-7,-1,CC(Oc1ccc(Cl)cc1Cl)C(=O)NC1CCSC1=O (stereo not drawn)
-2,-0.9,0.4,2,-1.5,-2,8,6,4,-3,N#Cc1cc2c(nc1SCC(=O)O)CCCCC2
-8,-0.3,-1.3,2,0.1,-4,2,0,-5,1,COc1ccc(-n2ncc3c(NCCCN4CCOCC4)ncnc32)cc1
·,0.9,-1.1,-1,-1.3,-6,-6,-4,11,3,C[C@H]1CN([C@@H](C)CO)C(=O)CCCn2nncc2CO[C@@H]1CN(C)C(=O)Nc1ccc(N2CCCCC2)cc1
1,0.5,-1.4,-15,0.3,-12,13,-6,1,-5,COc1ccc(N=Nc2c(C)[nH]c3ccccc23)cc1
-4,-0.4,-0.2,1,1.5,-2,-5,8,-7,4,Cc1cc(C)c2nc(N3CCN(C(=O)c4ccco4)CC3)sc2c1
0,-1.2,-0.1,1,-1.0,-1,-2,-2,-14,2,CC(C)OCCCNC(=O)c1cc2c(s1)CS(=O)(=O)C2
-7,2.7,0.9,-9,46,-2,-5,-23,-15,-2,Cc1cc(Nc2ccc([N+](=O)[O-])cc2)c2ccccc2n1
-8,-0.3,-0.5,1,4.6,0,3,0,-13,3,CCc1sc(N2C(=O)C3C4CCC(C4=C(C)C)C3C2=O)nc1-c1ccccc1 (stereo not drawn)
-2,-0.2,-1.1,1,2.1,-13,0,-2,-7,0,Cc1ccc(C)n1N1C(=O)/C(=C\c2ccc(Cl)cc2)SC1=S
9,0.1,0.2,2,-0.5,0,1,-1,3,2,CCc1nnc(NC(=O)c2cc(S(=O)(=O)N3CCOCC3)ccc2N2CCCCC2)s1
9,2.2,-0.3,-2,-0.3,-2,-4,-9,11,2,CCN(CC)c1ccc(NC(=O)COC(=O)COc2ccccc2[N+](=O)[O-])cc1
·,1.1,-0.6,1,-2.7,-3,-2,1,2,-1,O=C(/C=C/[C@H]1O[C@@H](n2ccc(=O)[nH]c2=O)[C@H](O)[C@@H]1O)NCCc1cccs1
·,-0.7,-0.2,-5,-0.8,-1,-10,-17,-4,2,O=C(O)c1cc2ccccc2c2c1C(=O)c1ccccc1-2
-4,-0.7,-0.2,4,-2.3,-5,-1,-3,2,-3,CC1CCN(C(=O)c2[nH]cnc2C(=O)N2CCN(C(=O)OC(C)(C)C)CC2)CC1
-8,0.6,-0.2,0,-1.5,0,0,-1,-3,-2,Cc1sc(N)nc1-c1cccs1
5,-1.4,-1.2,1,0.5,-5,7,0,-6,-2,CCOCCCNC(=O)c1c[nH]c2cc(C)ccc2c1=O
·,-1.7,0.0,2,-2.9,-2,-12,-6,1,-1,CCCS(=O)(=O)NC(=O)C1(C)CCCN(C(=O)c2ccc3snnc3c2)C1 (stereo not drawn)
-9,-0.6,-0.5,-6,0.7,-10,16*,1,-6,1,COc1cccc(NC(=O)COC(=O)c2ccccc2C(=O)N2CCN(c3ccccc3)CC2)c1
0,-1.5,0.1,1,-2.6,6,-4,15,7,-2,Cc1cc(N2CCN(Cc3ccc4c(c3)OCO4)CC2)n2ncnc2n1
-6,1.2,2.3,-18,2.1,-4,-14,-7,9,2,COc1ccc(-c2ccc(C(c3c(C)[nH][nH]c3=O)c3c(C)[nH][nH]c3=O)o2)c([N+](=O)[O-])c1
·,0.6,-0.2,1,-1.6,-3,-17,5,-11,0,COc1ccc(Cl)cc1NC(=O)CSc1nc2[nH]ncc2c(=O)[nH]1
-1,-0.3,-0.5,-5,-0.1,-1,-8,-2,-6,0,CN(CC(=O)NC(=O)NCc1ccccc1)Cc1cccc(Cl)c1Cl
-1,1.0,-0.8,0,-1.1,-3,4,5,6,0,COc1ccc(NC(=O)CSCC(=O)NCCc2ccccn2)cc1
-5,-1.5,0.1,38,-0.6,-2,-3,3,-8,1,Cc1ccccc1NC(=O)COC(=O)c1ccc(S(=O)(=O)N2CCCCCC2)cc1
12,-1.6,2.6,-5,0.0,-1,-14,3,-1,-1,O=C(O)CC1(CC(=O)Nc2ccc3c(c2)C(=O)OC3)CCCCC1
-3,0.0,-0.5,2,-1.0,-5,2,-3,-1,1,COc1ccc(CNC(=O)c2ccc(CS(=O)(=O)c3ccccc3C)o2)cc1
-5,1.8,-0.8,3,0.4,-4,2,12,-2,-2,CCOc1ccc(N(CC(=O)Nc2c(C)n(C)n(-c3ccccc3)c2=O)S(=O)(=O)c2ccc(F)cc2)cc1
-5,0.6,0.9,2,-0.3,-3,-4,0,-12,-1,COC(=O)Cn1ncc2c(C)n(Cc3ccccc3)c(C)c2c1=O
-6,-1.3,-0.1,0,-1.0,-3,4,-2,-2,-2,Cc1ccc(SCC(=O)Nc2ccc(S(N)(=O)=O)cc2)cc1
-2,-0.3,0.1,0,-1.2,-4,-16,2,7,-2,COCc1ccc(C(=O)N2CCC(CCC(=O)Nc3cccc(C)c3)CC2)s1
-10,-1.1,0.3,-4,0.1,-1,2,7,6,-3,CCc1ccc(OC(C)C(=O)Nc2ccc(S(=O)(=O)Nc3nccs3)cc2)cc1 (stereo not drawn)
-11,-0.3,0.3,1,-0.9,-3,-9,-2,6,-3,CCCn1nnnc1SCC(=O)NNC(=O)c1ccco1
-6,-1.4,0.3,3,-0.9,-1,-5,3,-9,0,O=C(O)[C@@H](O)c1ccccc1
-6,0.4,0.4,0,-0.1,-3,-1,5,1,-1,COc1ccc(NC(=O)CN2CCN(CC#N)CC2)cc1
8,0.8,-0.1,-1,-1.5,-2,-4,1,4,-9,O=C(COc1ccc(Cl)cc1)NC1CCSC1=O (stereo not drawn)
-8,0.1,-0.1,6,-2.4,-4,-15,1,-9,-2,COCCNC(=O)CS(=O)Cc1nc(-c2ccc(OC)cc2)oc1C (stereo not drawn)

Of the compounds above, 2 contain a CF3 group.
Scp1 inh,MsrA inhibitor,Tb MetRS inh,DNMT1 inh,LMPTP inh,bovine MsrA act,E coli Lon inh,SUMO1-SIM PPI,NRP1-CendR mod,STEP block,Structure
-12,-1.8,3.1,2,1.0,-1,-2,-1,-4,-1,CN(CC(=O)Nc1ccc(Cl)c(C(F)(F)F)c1)C(=O)C1CC(=O)N(CCc2ccccc2)C1 (stereo not drawn)
-6,0.3,-0.7,-1,-0.6,-4,6,-10,-2,2,N#Cc1c(C(F)(F)F)cc(-c2ccc(Cl)cc2)nc1SCC(=O)O

High-throughput results: PubChem, several laboratories
